Source: PubChem
VLA-4 inh – inhibition in human VLA-4 binding assay, primary screen, VLA-4 allosteric modulator project, MLPCN library, flow cytometry, VLA-4 expressing cells | Integrin alpha-4 (Homo sapiens), P13612 | ligand binding flow cytometry | inhibition, % (about 7 µM as worked out from the volumes in the protocol) | actives 0.2% (n = 330,000) | AID 2557, 2010; in the data active = inhibition above about 50%
Target sequence (P13612 whole entry, looked up): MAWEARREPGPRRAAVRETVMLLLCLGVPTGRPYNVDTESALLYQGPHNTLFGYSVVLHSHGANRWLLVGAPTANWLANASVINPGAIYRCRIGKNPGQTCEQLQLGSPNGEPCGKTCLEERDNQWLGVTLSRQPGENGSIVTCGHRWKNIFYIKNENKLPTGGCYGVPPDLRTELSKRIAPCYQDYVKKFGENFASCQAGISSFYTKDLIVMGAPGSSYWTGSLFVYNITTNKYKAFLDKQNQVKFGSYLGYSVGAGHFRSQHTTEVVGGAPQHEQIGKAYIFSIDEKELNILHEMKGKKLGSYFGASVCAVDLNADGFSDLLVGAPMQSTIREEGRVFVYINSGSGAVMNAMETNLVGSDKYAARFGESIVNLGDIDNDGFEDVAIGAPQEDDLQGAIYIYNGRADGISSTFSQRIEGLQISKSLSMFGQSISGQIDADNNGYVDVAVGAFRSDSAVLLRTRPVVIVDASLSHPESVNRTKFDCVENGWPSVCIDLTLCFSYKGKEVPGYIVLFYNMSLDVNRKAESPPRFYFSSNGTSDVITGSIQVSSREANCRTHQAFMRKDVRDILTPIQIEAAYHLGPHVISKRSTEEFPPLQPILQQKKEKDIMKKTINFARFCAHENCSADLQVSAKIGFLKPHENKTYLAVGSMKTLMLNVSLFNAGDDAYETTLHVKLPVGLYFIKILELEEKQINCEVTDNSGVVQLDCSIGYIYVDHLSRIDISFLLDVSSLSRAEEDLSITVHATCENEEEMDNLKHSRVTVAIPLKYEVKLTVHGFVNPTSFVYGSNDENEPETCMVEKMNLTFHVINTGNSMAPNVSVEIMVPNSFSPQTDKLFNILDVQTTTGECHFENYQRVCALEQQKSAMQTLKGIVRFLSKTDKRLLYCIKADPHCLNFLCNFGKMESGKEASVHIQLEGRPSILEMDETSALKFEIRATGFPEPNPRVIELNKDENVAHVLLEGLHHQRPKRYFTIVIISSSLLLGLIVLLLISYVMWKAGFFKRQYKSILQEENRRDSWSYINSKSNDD
RPL19A-GFP yeast – RPL19A-GFP expression modulators in yeast, primary screen, cell-based, S. cerevisiae, multiplex flow cytometry, MLPCN | percent response vs DMSO, % at 10 µM | actives 0.3% (n = 330,000) | S. cerevisiae RPL19A-GFP strain, 3 h; hits give low values;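 active = percent response vs DMSO below 50%; inconclusive = fewer than 70 events counted for the yeast strain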;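 note: median channel GFP fluorescence of the barcoded RPL19A-GFP strain; ratio of sample median GFP to plate DMSO average so 100% = DMSO; lower means less RPL19A-GFP as with rapamycin TOR inhibition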
GRK2 aptamer HTS – compounds blocking aptamer binding on GRK2 – biochemical, human GRK2, bead flow cytometry, HTS, primary screen; Beta-adrenergic receptor kinase 1 (Homo sapiens), P25098; inhibition of aptamer binding, % at 10 µM; FAM-aptamer displacement from GRK2; AID 488847, 2010; actives 0.59% (n = 330,000);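 active = inhibition of aptamer binding above 40%, roughly 3 SD of noise, on plates passing a quality check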;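 note: median bead fluorescence of bound FAM aptamer so fluorescent compounds give negative values; no value below 0 was filed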
LAP4-GFP MLPCN – modulators of LAP4-GFP expression in yeast, primary screen, S. cerevisiae, multiplex flow cytometry, MLPCN library; actives 0.34% (n = 320,000); 3 h; median GFP as percent of DMSO wells; AID 2023, 2009; GFP response vs DMSO, % at 10 µM;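 active = GFP response vs DMSO above a set limit, about the screen mean plus 3 SD, cut at about 150% in these data; inconclusive = under 70 cell events counted for the yeast strain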
AGP1 TOR yeast – modulators of AGP1-GFP expression in yeast TOR pathway, primary screen, cell-based, multiplex flow cytometry, S. cerevisiae, MLPCN library. 3 h; GFP as percent of DMSO wells. GFP response vs DMSO, % at 10 µM. actives 0.02% (n = 320,000);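 active = GFP response relative to DMSO above a set limit, near screen average plus 3 SD, cut at about 150% in these data; inconclusive = fewer than 70 cells counted for the yeast strain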;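 note: median GFP channel fluorescence of the gated AGP1 strain per well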
MEP2-GFP yeast – modulators of MEP2-GFP levels in yeast, primary screen, S. cerevisiae, multiplex flow cytometry, MLPCN library; GFP response vs DMSO, % at 10 µM; S. cerevisiae MEP2-GFP strain, 3 h; 100% = DMSO control level; actives 0.51% (n = 330,000); AID 2016, 2009;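 active = GFP response versus DMSO above a set limit, roughly screen mean plus 3 SD, cut at about 180% in these data; inconclusive = fewer than 70 cells counted for a yeast strain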;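 note: median GFP fluorescence of the barcode-gated MEP2-GFP cells per well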
CIT2 TOR yeast – modulators of CIT2-GFP expression in yeast, primary screen, S. cerevisiae, GFP fusion, multiplex flow cytometry, MLPCN library | S. cerevisiae CIT2-GFP strain, 3 h; 100 means same as DMSO wells | GFP response vs DMSO, % at 10 µM | actives 0.065% (n = 320,000) | AID 2029, 2009;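 active = GFP response relative to DMSO above a set limit, near the screen mean plus 3 SD, cut at about 150% in these data; inconclusive = Fewer than 70 cells measured for a yeast strain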;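 note: ratio of well median GFP fluorescence to mean of DMSO wells on the plate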
Yeast superoxide – reduction of superoxide in aged yeast, primary screen, HTS. S. cerevisiae aged cells, superoxide DHE fluorescence; hits give low values. superoxide response (% of plate mean), % at 10 µM. actives 0.18% (n = 330,000). AID 2690, 2010;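 active = superoxide response under a set limit, about three screen SD below normal, cut at about 65% in these data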;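 note: yeast aged for seven days with compound at 30 °C before DHE staining; 100% = average MFI of all compound-treated wells on the plate with controls excluded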
* hit, by the source's call; i = inactive; ? = inconclusive; . = not tested or not shown; [ ] = dose if it differs, or a comment.

SMILES	VLA-4 inh	RPL19A-GFP yeast	GRK2 aptamer HTS	LAP4-GFP MLPCN	AGP1 TOR yeast	MEP2-GFP yeast	CIT2 TOR yeast	Yeast superoxide
Cc1ccc(NC(=O)C2CCN(C(=O)NC3CCCCC3)CC2)cc1	11	97	0	92	96	97	104	97
CCCCNC(=O)Cn1cnc2sc(C(=O)OCC)c(C)c2c1=O	-18	94	0	97	100	107	105	105
COc1ccc(NC(=O)CN(c2ccccc2)S(=O)(=O)N(C)C)cc1Cl	-4	97	1	100	101	104	103	97
Cc1ccc(S(=O)(=O)N(C)C)cc1NC(=S)NC(C)CCC(C)C (stereo not drawn)	10	106	0	90	99	88	110	92
CCOC(=O)Cc1csc(NC(=O)CCCC(=O)O)n1	5	98	0	105	109	102	103	86
COc1ccc(-c2cc(C(F)(F)F)nc(N3CCCCCC3)n2)cc1	5	101	0	97	102	99	96	104
CCCOc1ccc(C(=O)N(CC(C)C)c2c(N)n(Cc3ccccc3)c(=O)[nH]c2=O)cc1	2	96	0	108	107	97	102	99
CNS(=O)(=O)c1cccc(C(=O)OCC(=O)N2CC(C)OC(C)C2)c1 (stereo not drawn)	12	96	3	91	96	102	101	91
Cc1ccc(NC(=O)N[C@H](C(=O)O)C(C)C)c(C)c1	-3	99	2	100	103	100	99	i
CC(C)Cc1nnc(NC(=O)Cc2ccc([N+](=O)[O-])cc2)s1	-21	103	0	94	101	94	106	103
CC(/C=N/NC(=O)c1cc(-c2ccc3ccccc3c2)n[nH]1)=C\c1ccco1	7	106	0	93	98	106	96	104
O=C(CC1SCCNC1=O)Nc1cccc(Cl)c1 (stereo not drawn)	0	85	0	86	91	84	89	95
O=C(Nc1nnc(-c2ccc(F)cc2)o1)c1cc(Cl)sc1Cl	1	98	0	164*	115	118	102	i
COc1ccc(C2NC(=S)NC(C)=C2C(=O)Nc2ccccn2)cc1OC (stereo not drawn)	4	102	0	90	101	98	99	95
Cn1c(SCCN2CCCC2)nnc1C1CCN(S(=O)(=O)c2cccc(F)c2)CC1	-2	104	0	93	98	102	105	109
O=C(Cn1ncc2c3ccccc3n(Cc3ccccc3)c2c1=O)NCCCN1CCOCC1	-6	98	0	96	101	93	98	101
O=C(O)CC(CC(=O)N1CCOCC1)c1ccccc1 (stereo not drawn)	9	92	0	108	105	101	105	104
COc1ccc(OC)c(NC(=O)COC(=O)/C=C/c2ccc(Cl)cc2)c1	7	105	1	88	94	102	96	89
C=CC[C@]12CCc3sccc3C1N(c1ccc(C(=O)OCC)cc1)C2=O (stereo partly drawn)	25	100	0	98	86	91	82	119
CCOc1ccc(C(C)C)cc1S(=O)(=O)n1ccnc1C	0	89	4	105	92	93	78	103
CCCCn1nnc(NC(=O)CC23CC4CC(CC(C4)C2)C3)n1	2	95	0	96	100	101	104	111
Cc1cc(C)nc(/N=C2\NC(=O)CC(C(=O)O)N2c2ccc(Cl)cc2)n1 (stereo not drawn)	0	102	1	97	97	94	99	93
COc1ccc(Br)cc1CNC(=O)C1CCN(C(=O)N(C)C)CC1	-3	96	4	103	95	105	103	100
COc1cc(CN(C)CCc2ccccc2)ccc1OCc1ccccc1	26	.	3	93	97	97	94	119
O=C(Cc1ccc(Cl)cc1)c1c[nH]c(C(=O)NCCCn2ccnc2)c1	24	92	0	91	90	93	88	81
Cc1no[n+]([O-])c1COc1ccc(/C=N/n2nnnc2N)cc1	36	101	2	91	97	101	101	95
Cc1ccc(C(=O)Nc2nc(=O)n(C)s2)cc1	6	107	0	105	105	112	114	118
O=C(COc1ccc(Cl)cc1Cl)N/N=C/c1ccc(OC2OC(CO)C(O)C(O)C2O)cc1 (stereo not drawn)	-5	102	1	106	110	104	109	101
O=C(O)C1CC=CCC1C(=O)Nc1cccc([N+](=O)[O-])c1 (stereo not drawn)	-8	97	0	106	104	96	97	107
Cn1nc(C(=O)NNC(=O)c2ccccc2F)c2ccccc2c1=O	10	95	3	80	85	91	79	100
CCCc1nc(SCC(N)=O)[nH]c(=O)c1CC	-8	97	2	109	100	103	93	100
Clc1ccc(C2=CC(c3ccco3)n3ncnc3N2)cc1 (stereo not drawn)	2	101	4	85	82	103	124	99
CCCOc1c(Cl)cc(C(=O)NC)cc1OC	0	102	0	114	105	99	101	95
COc1cccc(CNC(=O)CCCn2c(=S)[nH]c3cc4c(cc3c2=O)OCO4)c1	-9	102	3	97	103	94	101	96
O=C(c1ccco1)N1CCN(C(=O)c2ccc(-c3cccc(C(F)(F)F)c3)o2)CC1	7	103	3	103	101	101	101	116
O=C(CC1CCCC1)N1CCCC(Nc2ccc(F)cc2)C1 (stereo not drawn)	1	101	3	105	102	106	99	95
Cc1cccc(CS(=O)(=O)c2ncc(Cl)c(C(=O)Nc3ccc(F)cc3)n2)c1	-9	91	0	?	78	85	94	121
O=C(NCCC1=CCCCC1)N[C@@H](Cc1ccccc1)C(=O)O	10	102	3	105	100	101	96	100
COc1cccc(Nc2nc(Nc3ccc(Cl)c(C(=O)O)c3)nc(C)c2[N+](=O)[O-])c1	33	97	0	104	102	101	101	94
COc1ccccc1C(=O)NC(=O)COC(=O)c1nccnc1N	8	105	8	132	111	111	104	93
CC(NC(=O)COC(=O)C1CSC2(C)CCC(=O)N12)C12CC3CC(CC(C3)C1)C2 (stereo not drawn)	-2	101	3	100	108	103	105	121
COc1ccc(NC(=O)CCCn2c(=O)c3sccc3n(Cc3ccccc3C)c2=O)cc1	13	97	0	99	97	108	100	94
CC(=O)c1cccc(NC(=O)C2C3CCC(C3)C2C(=O)O)c1 (stereo not drawn)	19	98	3	89	91	110	96	105
CCn1cc(CCC(=O)NCCN2CCOCC2)c2ccccc21	16	102	0	97	98	109	104	88
CCOC(=O)Nc1ccc2c(c1)N(C(=O)CN(CC)CC)c1ccccc1CC2	-4	104	0	100	104	108	113	96
CCN(CC(=O)Nc1ccc(OC)c(Cl)c1)CC(=O)NC(C)C	-5	104	0	98	104	95	109	91
CCCOc1ccc(C(=O)OCC(=O)NCCc2ccc(OCC)c(OCC)c2)cc1OC	9	99	0	100	98	102	96	90
CCCn1c(N)c(C(=O)COC(=O)CNC(=O)c2ccccc2OCC)c(=O)[nH]c1=O	-5	95	2	93	95	94	97	86
Cc1ccc(NC(=O)CCn2c(=S)oc3ccccc32)cc1	38	101	4	98	95	98	98	108
CCOC(=O)CN1NC2(CCC(C(C)(C)C)CC2)NC1=S (stereo not drawn)	10	82	0	96	72	107	93	89
CCN(CC)CCn1c(=N)n(CC(O)COc2cccc(C)c2)c2ccccc21 (stereo not drawn)	1	92	2	101	91	94	93	110
CCOc1ccc(NC(=S)NCc2cccnc2)cc1	13	102	0	112	104	110	113	99
COc1ccc2c(c1)OC[C@H]1[C@H]2N2C(=O)c3cc(F)ccc3NC(=O)[C@@]2(C)[C@H]1c1ccccc1	7	98	0	102	102	99	96	117
CC(C)CCN1CCN(Cc2cccs2)CC1CCO (stereo not drawn)	-1	97	0	97	107	93	99	88
Cc1nc2c(-c3ccc(F)cc3)c(C)nn2c(C)c1CCC(=O)N1CCN(c2ccccc2)CC1	10	101	3	103	104	109	102	100
Cc1cccc(-c2oc3ccccc3c2C#CCCO)c1	7	92	6	144	80	84	89	94
Cc1cccc(CN2C(=O)CSc3ccc(C(=O)NC4CC4)cc32)c1	-1	101	0	107	102	98	104	108
COc1ccc(-n2c(SCC(=O)O)nc3sc4c(c3c2=O)CCC4)cc1	4	90	0	99	.	100	92	98
Cc1cc(C)nc(NC2=NCC(=O)N2c2cccc(Cl)c2)n1	-1	101	1	95	101	101	104	100
Cc1cccc(NS(=O)(=O)c2ccc3nc(-c4ccccc4)[nH]c3c2)c1C	-16	102	1	94	94	106	100	109

(more compounds)
SMILES	VLA-4 inh	RPL19A-GFP yeast	GRK2 aptamer HTS	LAP4-GFP MLPCN	AGP1 TOR yeast	MEP2-GFP yeast	CIT2 TOR yeast	Yeast superoxide
COc1ccccc1C(=O)c1cc2ccc(O)cc2oc1=O	2	97	2	105	103	93	100	107
CN(C)C(=O)N1CCN(C(=O)N2CCOCC2)CC1	10	99	0	98	97	100	91	78
CC(=O)NC1=NN(C(C)=O)C(c2cccc([N+](=O)[O-])c2)S1 (stereo not drawn)	-10	111	2	102	110	107	106	86
CCOC(=O)N1CCN(CC(=O)Nc2ccc([N+](=O)[O-])cc2C(=O)Nc2ccccc2F)CC1	-1	102	3	91	102	99	101	114
O=C(CN1CCOCC1)N1CCc2ccccc2C(c2ccccc2)C1 (stereo not drawn)	11	25*[may fluoresce violet]	0	93[may fluoresce violet]	.	326*[may fluoresce violet]	?	105
O=C(CN1C(=O)c2ccccc2S1(=O)=O)NCCC1=CCCCC1	20	95	2	102	101	102	101	92
Cc1cc(Nc2cnc3ccccc3n2)n(-c2ccccc2)n1	6	105	5	107	106	100	104	97
Cc1cccnc1NC(=S)Nc1ccc(Cl)c(Cl)c1	17	94	1	107	96	102	95	83
Cc1ccc(CS(=O)(=O)c2ncc(Cl)c(C(=O)Nc3nnc(C)s3)n2)cc1	-4	110	1	100	114	112	122	89
CCCCN(C(=O)c1nn(C)c(=O)c2ccccc12)c1c(N)n(CCC)c(=O)[nH]c1=O	10	94	0	97	103	102	106	96
Cc1csc(N(C(=O)CCNC(=O)c2ccc([N+](=O)[O-])cc2)c2ccccc2)n1	-7	103	2	96	104	98	102	129
COc1ccc(CNc2nn[nH]n2)cc1OC	12	95	0	99	100	102	94	109

An excerpt of these results, as a markdown table:
| smiles | VLA-4 inh | RPL19A-GFP yeast | GRK2 aptamer HTS | LAP4-GFP MLPCN | AGP1 TOR yeast | MEP2-GFP yeast | CIT2 TOR yeast | Yeast superoxide |
| --- | --- | --- | --- | --- | --- | --- | --- | --- |
| Cc1ccc(C(=O)Nc2nc(=O)n(C)s2)cc1 | 6 | 107 | 0 | 105 | 105 | 112 | 114 | 118 |
| CNS(=O)(=O)c1cccc(C(=O)OCC(=O)N2CC(C)OC(C)C2)c1 (stereo not drawn) | 12 | 96 | 3 | 91 | 96 | 102 | 101 | 91 |

Additional results
SMILES	VLA-4 inh	RPL19A-GFP yeast	GRK2 aptamer HTS	LAP4-GFP MLPCN	AGP1 TOR yeast	MEP2-GFP yeast	CIT2 TOR yeast	Yeast superoxide
CC(=O)n1cc(-c2ccncc2)c2ccccc21	22	100	3	105	104	112	98	103
C/C(=N\N)c1c(-c2ccccc2)c2cc(C)ccc2[nH]c1=O	2	97	0	100	107	100	99	99
COc1cc(OC)c2c(N)c(C#N)c(C(F)(F)C(F)(F)F)nc2c1	-15	100	0	99	100	110	99	87
N#CC1(c2ccccc2)CCC(=NO)CC1 (stereo not drawn)	-2	98	6	96	95	93	88	91
CCOC(=O)N1CCN(Cc2nnc(-c3cccc(Br)c3)o2)CC1	2	106	0	101	101	115	104	101
CC1CN(C(=O)Nc2ccc3c(c2)OCO3)CC(C)O1 (stereo not drawn)	.	98	0	94	95	101	101	89
CCOC(=O)c1cc(C(=O)c2cc(Cl)ccc2O)coc1=N	-6	97	1	99	100	99	101	100
CCN1CCN(C(=O)c2ccc(OC)c(S(=O)(=O)Nc3ccc(C)cc3)c2)CC1	21	89	0	98	96	88	93	105
Cn1c(=O)[nH]c(=O)c2c1nc(NCc1ccccc1)n2Cc1ccc(F)cc1	-18	107	1	97	109	101	104	99

Rows are unselected. About 1.7% of those tested had a hit in this group.
